From PubChem BioAssay
OX1R antag = antagonists of human orexin 1 receptor (OX1R). Orexin/Hypocretin receptor type 1 (Homo sapiens), O43613. OX1R-expressing cells, FRET antagonist read-out. inhibition, % at 6.6 µM. 1.8% of 330,000 active. AID 485270, 2010; in the data active = inhibition mostly above about 38%, no sharp cut-off; inactive = mostly below about 40%;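 note: 0% = agonist challenge alone and 100% = reference antagonist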
Target sequence (O43613 whole entry, looked up): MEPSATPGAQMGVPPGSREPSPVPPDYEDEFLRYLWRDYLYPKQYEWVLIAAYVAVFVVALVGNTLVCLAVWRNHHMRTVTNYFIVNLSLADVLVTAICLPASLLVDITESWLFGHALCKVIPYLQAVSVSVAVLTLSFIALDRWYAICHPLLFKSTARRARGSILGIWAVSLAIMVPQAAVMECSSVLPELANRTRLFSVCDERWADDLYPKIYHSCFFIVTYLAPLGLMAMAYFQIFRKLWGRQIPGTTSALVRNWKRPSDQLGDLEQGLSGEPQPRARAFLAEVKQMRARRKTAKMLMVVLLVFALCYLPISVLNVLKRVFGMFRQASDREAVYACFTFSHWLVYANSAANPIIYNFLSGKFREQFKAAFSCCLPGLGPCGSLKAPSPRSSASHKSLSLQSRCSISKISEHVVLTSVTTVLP
STK33 kinase inh = inhibitors of purified STK33 kinase, primary screen, biochemical, ADP-Glo luminescence, homogeneous, cell-free | Serine/threonine-protein kinase 33 (Homo sapiens), Q9BYT3 | MBP phosphorylation | inhibition, % at 10 µM | 0.073% of 320,000 active;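 active = inhibition at or above 25%, using the most active replicate where run in duplicate; inactive = inhibition below 25%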
Target sequence (Q9BYT3 whole entry, looked up): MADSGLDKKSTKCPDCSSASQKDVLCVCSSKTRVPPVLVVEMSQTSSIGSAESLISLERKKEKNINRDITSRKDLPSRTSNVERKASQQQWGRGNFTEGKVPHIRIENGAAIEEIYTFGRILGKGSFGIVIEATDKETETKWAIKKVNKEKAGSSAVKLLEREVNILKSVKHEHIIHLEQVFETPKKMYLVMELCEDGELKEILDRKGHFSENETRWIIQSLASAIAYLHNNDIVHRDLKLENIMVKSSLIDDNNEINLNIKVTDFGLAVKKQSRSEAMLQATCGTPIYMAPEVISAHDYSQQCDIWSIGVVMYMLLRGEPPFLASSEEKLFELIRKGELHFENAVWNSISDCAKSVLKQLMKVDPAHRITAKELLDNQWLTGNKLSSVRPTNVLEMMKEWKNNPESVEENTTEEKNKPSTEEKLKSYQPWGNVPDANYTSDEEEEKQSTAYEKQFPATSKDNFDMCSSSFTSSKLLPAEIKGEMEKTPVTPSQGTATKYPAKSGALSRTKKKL
* marks the source's active call; other numbers are inactive results. Compounds were not picked by outcome. Share with any hit: about 1.8%.

SMILES | OX1R antag | STK33 kinase inh
CCC1C(=O)CC(c2ccc([N+](=O)[O-])cc2)NC1c1ccc([N+](=O)[O-])cc1 (stereo not drawn) | 11 | -2.0
CC(=O)NCCc1ccc(S(=O)(=O)N(C)C2CCS(=O)(=O)C2)cc1 (stereo not drawn) | 3 | -0.1
CCN(C[C@H]1N[C@@](C)(C(=O)OC)[C@H]2C(=O)N(C)C(=O)[C@@H]12)S(=O)(=O)c1ccc(-c2ccccc2)cc1 | 1 | -0.8
Cc1c(Cl)cccc1NC(=O)CNC(=O)C1CC(=O)N(CCc2ccccc2)C1 (stereo not drawn) | 8 | 0.8
COCCN=C1Sc2nc3ccc(C)cc3cc2CN1Cc1ccco1 | 13 | 0.4
O=C(COc1ccc(/C=N/NC(=O)c2ccc(O)cc2)cc1)Nc1cccc([N+](=O)[O-])c1 | 8 | 0.3
CC(C)CN(C)Cc1c(C(=O)N2CCc3ccccc3C2)nc2ccc(Cl)cn12 | 5 | 1.1
c1cc2c(cc1NC1CCCCCC1)OCO2 | 10 | -3.1
Cn1cnnc1SCC(=O)N1CCN(C(=O)c2ccco2)CC1 | 28 | -1.4
CCN(CC)CCN(C(=O)c1ccc([N+](=O)[O-])cc1)c1nc2c(OC)cccc2s1 | 32 | -0.7
CCn1nc(C(=O)Nc2ccc3nc(C)sc3c2)c2ccccc2c1=O | 4 | -1.5
COc1ccccc1CCNC(=O)C(=O)NCC1OCCN1S(=O)(=O)c1ccc(C)cc1 (stereo not drawn) | 4 | 1.0
O=C(Nc1nccs1)c1sc2cc(Cl)ccc2c1Cl | 20 | -1.6
Cc1ccc2sc(C)[n+](CCO)c2c1 | 16 | -2.0
CCOc1ccccc1OCCOCCOc1c(Cl)cccc1Cl | 28 | -0.1

Single records, as listed above:
`CCN(C[C@H]1N[C@@](C)(C(=O)OC)[C@H]2C(=O)N(C)C(=O)[C@@H]12)S(=O)(=O)c1ccc(-c2ccccc2)cc1` is listed as OX1R antag = 1; STK33 kinase inh = -0.8
`Cc1c(Cl)cccc1NC(=O)CNC(=O)C1CC(=O)N(CCc2ccccc2)C1` (stereo not drawn) is listed as OX1R antag = 8; STK33 kinase inh = 0.8
`O=C(Nc1nccs1)c1sc2cc(Cl)ccc2c1Cl` is listed as OX1R antag = 20; STK33 kinase inh = -1.6

More compounds.
SMILES | OX1R antag | STK33 kinase inh
O=C(CNC(=O)c1cccs1)NCC(=O)OCc1ccc(F)cc1 | 10 | -1.7
O=C1c2ccccc2C(O)(Cc2ccccc2)N1Cc1ccco1 (stereo not drawn) | 18 | -1.4
O=C(Nc1ccc(-c2nnc(-c3ccccc3)o2)cc1)c1ccc(Br)o1 | 6 | -1.6
Cn1ncc(Cl)c1C(=O)Nc1ccc(Cl)cn1 | 15 | -2.8
Cc1c(Cl)cccc1NC(=O)Nc1ccccc1C(N)=O | 4 | -0.3
COc1cccc(NC(=O)CSc2ncnc3c2cnn3Cc2ccccc2)c1 | 10 | -1.4
Cn1[nH]c(C(F)(F)F)c(C=NCc2ccc(Cl)cc2)c1=O | 6 | -1.2
COC(=O)c1sc2nc(C)cc(C)c2c1N | 16 | 0.8
COc1ccc(N(CC(=O)N2CCC(C(N)=O)CC2)S(=O)(=O)c2ccccc2)cc1 | 5 | -0.9
O=C1c2ccccc2NC(c2ccco2)N1O (stereo not drawn) | 1 | 2.1
CC(=O)Nc1nnc(SCC(=O)NC2CCCC2)s1 | 15 | -0.5
O=C(Cc1c[nH]c2ccccc12)NCc1ccco1 | 24 | -2.1
Cc1ccc(-c2cc(C(=O)NCc3cccs3)no2)cc1 | -2 | -0.3
COc1ccc(-c2cc(C(=O)NCCc3ccc(S(N)(=O)=O)cc3)c3ccccc3n2)cc1 | 23 | 0.7
CC(=O)N1c2ccc(S(=O)(=O)N(C)CC(=O)NC3CCCC3)cc2CC1C (stereo not drawn) | -1 | 0.8
O=C(c1ccncc1)N1N=C2CCCCCC2C1(O)C(F)(F)F (stereo not drawn) | 17 | -1.9
C=CCN(c1ccc(F)cc1)S(=O)(=O)c1cc(C(=O)NC2CCC(O)CC2)ccc1Cl (stereo not drawn) | 3 | 0.6
Cc1cccc(NC(=O)CSc2nc3nc4c(cc3c(=O)n2-c2ccccc2)CCCC4)c1 | 15 | -3.5
COc1ccc(CNC(=O)C/C(C)=N/NC(=O)C(c2ccccc2)c2ccccc2)cc1 | 21 | -2.3
CC(=O)c1ccc(NC(=O)CN2C(=O)CCC2=O)cc1 | 28 | 1.0
S=C(Nc1ccc2c(c1)OCO2)N1CCN(Cc2ccco2)CC1 | 10 | -0.3
Cc1ccccc1NC(=O)CSc1nnc(C2CC2)n1CC1CCCO1 (stereo not drawn) | 29 | -0.5
CCOc1ccc(NC(=S)N2CCC(N(C)CC3CCCO3)CC2)cc1 (stereo not drawn) | -3 | -3.0
O=C(COC(=O)/C=C/c1cccc(Cl)c1)Nc1ccc(N2CCOCC2)cc1 | 9 | -0.8
Cc1ccc(-c2nnn(CC(=O)N(c3ccccc3)C(C(=O)NC3CCCC3)c3ccncc3)n2)o1 (stereo not drawn) | 12 | -0.5
O=C(CN1CCC(n2nnc3cc(F)ccc32)CC1)N1CCCc2ccccc21 | 23 | 0.7
C=C1CC[C@H](O)C/C1=C/C=C1\CCC[C@]2(C)[C@@H]([C@H](C)/C=C/[C@H](C)C(C)C)CC[C@@H]12 | 13 | -0.8
COc1ccccc1NC(=O)CSc1nnc(NC(=O)C2CCC2)s1 | 15 | -0.7
Cc1cccc(N2C(=O)Cc3ccccc3C2=O)c1 | 27 | -0.2
CC(C(=O)Nc1ccon1)N1C(=O)c2ccccc2S1(=O)=O (stereo not drawn) | 15 | 1.8
COc1ccc(CCNc2oc(-c3ccco3)nc2C#N)cc1 | 41 | 0.3
CS(=O)c1ccccc1COC(=O)Nc1ccccc1 (stereo not drawn) | 3 | -1.1
CCOC(=O)C1=C(C)N(CCCC(=O)O)C(=O)NC1c1ccc(OC)cc1 (stereo not drawn) | 13 | 1.3
O=C(Nc1ncccn1)c1cc([N+](=O)[O-])cc([N+](=O)[O-])c1 | 107* | 0.5
Cc1ccc(N(C(=O)Cn2nnc(-c3ccccc3)n2)C(C(=O)NC2CCCCC2)c2ccccn2)cc1C (stereo not drawn) | 10 | -1.4
CCSc1nnc2c(n1)[nH]c1c(C)cccc12 | 40* | 0.3
CCN=C1NN=C(c2cc(C)n(Cc3ccco3)c2C)CS1 | 4 | 1.7
CC(Oc1ccccc1)C(=O)N1CCN=C1SCc1ccc(F)cc1 (stereo not drawn) | 13 | -1.4
CCn1cc(Br)c(C(=O)NN)n1 | 12 | 4.1
CCc1nnc(NC(=O)c2cccc(S(=O)(=O)N3CC(c4ccccc4)CC3=O)c2)s1 (stereo not drawn) | 15 | -0.2
COc1ccc(-c2nc(C)ncc2-c2ccc(Cl)cc2)c(O)c1 | 8 | 1.1
COc1ccc(NC2CC(=O)N(C)C2=O)cc1 (stereo not drawn) | 21 | -1.3
Cc1nc(NC(=O)CSc2nnc(-c3ccc4c(c3)OCO4)o2)c(Cl)cc1Cl | 13 | -1.7
Cc1cccc(NC(=O)c2ccc(S(=O)(=O)N3CCN(C)CC3)cc2)c1C | 15 | -0.7
O=C(CSc1nc2ccccc2c(=O)n1NC(=O)Cc1ccccc1)NCCc1ccccc1 | 26 | -0.6
CN(c1ccccc1)S(=O)(=O)c1ccc(Cl)c(C(=O)Nc2ccncc2)c1 | 25 | 0.7
O=S1(=O)CCOCCCN1Cc1ccc(Cl)cc1 | 10 | -1.2
CC(C)c1ccc(S(=O)(=O)N2CCC(C(=O)N3CCC3)CC2)cc1 | 8 | -1.6
CC(=O)c1ccc(N=C2SCCCN2C(=O)C2CCCCC2)cc1 | 30 | -2.4
O=c1cc[nH]c2cccc(Cc3ccccc3)c12 | 15 | 0.7
CCOc1ccc(CCNC(=O)CSCC(=O)Nc2cccc(C)c2)cc1OCC | 35 | -0.1
CCOc1ccc(-c2nn(-c3ccccc3)cc2/C=C(\C#N)S(=O)(=O)c2ccccc2)cc1C | 17 | -0.5
O=C1C2C3C=CC(C3)C2C(=O)N1/N=C/c1cc(Br)cc([N+](=O)[O-])c1O (stereo not drawn) | 36 | 0.0
COc1cccc(C(=O)Nc2cccnc2)c1OC | 32 | -0.5
Cc1c(/C=N/NC(=O)C2(O)c3ccccc3-c3ccccc32)cnn1C | 5 | 1.0
COc1cccc(C(=O)NCCS(=O)(=O)N2CCN(C(=O)c3ccco3)CC2)c1 | 13 | -1.5
Cc1ccc(NC(=O)CSCC#N)cc1Cl | 19 | 0.3
O=C(NCCc1ccccc1)C1CCN(C2CCN(Cc3ccc(CO)o3)CC2)CC1 | 4 | -0.5
C[C@@H](C(=O)CC(=O)OC(C)(C)C)[C@@H](O)c1c(F)cccc1Cl | 21 | 0.8
COc1ccc(C(=O)Nc2ccc(NC(=O)C(C)C)nc2)cc1 | 11 | -0.2

Exported with values under each structure: entries from further up.
Second line of a record – OX1R antag	STK33 kinase inh
CC(C)c1ccc(S(=O)(=O)N2CCC(C(=O)N3CCC3)CC2)cc1
  8	-1.6
CC(=O)c1ccc(N=C2SCCCN2C(=O)C2CCCCC2)cc1
  30	-2.4

(further entries)
SMILES | OX1R antag | STK33 kinase inh
Cc1ccc(S(=O)(=O)CCN2CCC(O)(c3ccccc3)CC2)cc1 | -1 | -0.4
CC(=O)Nc1ccc(S(=O)(=O)NCCC(=O)OCC(=O)c2ccc(F)c(F)c2)cc1 | 4 | -0.1
O=S(=O)(c1ccc(OCC(O)CN2CCN(c3ccccc3)CC2)cc1)N1CCOCC1 (stereo not drawn) | 22 | -1.8
O=C(O)c1cc(NN=C2c3ccccc3-c3ccccc32)ccc1Cl | 46 | 0.7
Cc1cc(C(=O)Nc2ccc(C(=O)O)cc2)c(-c2ccccc2)o1 | 7 | -2.0
Cc1ccc(-c2nc(C(=O)NCCCN3CCOCC3)cc3c2[nH]c2ccccc23)cc1 | 7 | 8.5
O=C(O)CC12CC3CC(C1)CC(n1ncc(NCc4ccc(F)cc4Cl)c(Cl)c1=O)(C3)C2 | 4 | -1.3
CCOC(=O)c1cc(C(O)(C(F)(F)F)C(F)(F)F)c(/N=C/N(C)C)o1 | 9 | -1.5
Cc1ccc(NC(=O)c2cccnc2C(=O)O)nc1 | 4 | -0.9
CCOC(=O)C1=C(C)N(Cc2ccccc2)C(=O)NC1c1ccccc1OS(=O)(=O)c1ccccc1[N+](=O)[O-] (stereo not drawn) | 26 | -0.6
CCN(CC)c1ccc(/C=N/OCC(=O)Nc2cccc(C)c2)cc1 | 33 | -0.8
Oc1ccccc1/C=N/NC(=S)NC1CC2CC1C1C=CCC21 (stereo not drawn) | 29 | -2.0
COc1ccc(-c2cc(C(=O)N3CCN(c4ccccc4)CC3)c3ccccc3n2)cc1 | 16 | 0.7
COCC(C)n1c(SCC(=O)Nc2oc(C)c3c(C)n[nH]c(=O)c23)nc2ccccc2c1=O (stereo not drawn) | 14 | -0.1
N/C(Cc1ccc([N+](=O)[O-])cc1)=N\OC(=O)C(c1ccccc1)c1ccccc1 | 9 | -0.1
CCN1CCN(C(=O)c2sc3ncnc(N4CCc5ccccc5C4)c3c2C)CC1 | 18 | -0.4
COC(=O)c1ccc(CSc2nc3c(cnn3-c3ccc(C)c(C)c3)c(=O)[nH]2)o1 | 16 | 1.3
COc1cc(/C=C2\SC(=S)N(C(C(=O)O)c3ccccc3)C2=O)ccc1O (stereo not drawn) | 6 | 2.9
Cc1ccc(C(=O)NNC(=O)C2CCN(S(=O)(=O)c3ccc(C)cc3)CC2)cc1 | 6 | 0.6
Cc1cc(NC(=O)CSc2nc(Cc3ccc(O)cc3)c(C)[nH]2)no1 | 8 | -0.3
O=C(CSc1nnc2ccccn12)NCCN1C(=O)CSC1=O | 27 | 0.8
COC(=O)C1=NN(C(C)(C)CC(C)=O)C2C(=O)N(C3CCCCC3)C(=O)C12 (stereo not drawn) | 20 | -0.1
CC(=O)Nc1cccc(C(=O)OC(C)C(=O)NC2CCCc3ccccc32)c1 (stereo not drawn) | 27 | -0.2
O=C1Nc2ccc([N+](=O)[O-])cc2OC1CCN1CCOCC1 (stereo not drawn) | 48 | -0.1
Cc1cccc(NC(=O)Cn2nnc(C(=O)Nc3ccc(F)c(Cl)c3)c2N)c1 | 7 | -1.0
CCc1cccc(NC(=S)N2CCC(c3ccccc3)C2)c1 (stereo not drawn) | 20 | -0.1
O=C(CSc1nnnn1C1CCCC1)Nc1ccc2c(c1)OCCO2 | 10 | -1.7
O=c1[nH]c(C2CCCN(S(=O)(=O)c3ccccc3)C2)nc2c1nnn2Cc1ccc2c(c1)OCCO2 (stereo not drawn) | 3 | -0.3
C[C@H](NS(=O)(=O)c1ccc(Cl)c(Cl)c1)C(=O)OCc1cc(=O)n2cc(Br)ccc2n1 | 37 | -1.6
CCCCCCCC#Cc1ccccc1/C=N/S(=O)c1ccc(C)cc1 (stereo not drawn) | 5 | -0.6
Cn1c2ccccc2c2nnc(SCC(N)=O)nc21 | 8 | -0.7

3 entries from above, set out differently:
mol,OX1R antag,STK33 kinase inh
O=c1[nH]c(C2CCCN(S(=O)(=O)c3ccccc3)C2)nc2c1nnn2Cc1ccc2c(c1)OCCO2 (stereo not drawn),3,-0.3
C[C@H](NS(=O)(=O)c1ccc(Cl)c(Cl)c1)C(=O)OCc1cc(=O)n2cc(Br)ccc2n1,37,-1.6
CCCCCCCC#Cc1ccccc1/C=N/S(=O)c1ccc(C)cc1 (stereo not drawn),5,-0.6
